RXFP1 antagonist: RXFP1 (human) relaxin receptor antagonism | activity change, negative = inhibition, % at 57.5 µM | hit rate 0.59% among 350,000 | HEK293-RXFP1, relaxin-stimulated cAMP HTRF, 30 min; hits give low values | AID 1259400;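 active = activity change of -60% or lower, but not beyond a set lower limit; inconclusive = change between -60% and -40%, or beyond the set limit; inactive = change above -40%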; note: % is set by controls: 0 for no effect and ±100 for the full control effect
Vif-A3G inh: inhibitors of Vif-APOBEC3G interaction; Q9HC16; HeLa A3G-eYFP + Vif (tagged APOBEC3G with the HIV-1 protein that degrades it), YFP fluorescence, overnight; Potency, µM (doses to about 46.1 µM), without a hit: top-dose activity, negative = active, usual class: inhibitors; hit rate 0.076% among 410,000;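 note: potency is the fitted concentration of half-maximal effect; % is set by controls: 0 for no effect and ±100 for the full control effect; nearly all actives have a fitted effect of over 60% in size; hits raise eYFP signal because A3G escapes Vif-driven loss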
Target sequence (Q9HC16 whole entry, looked up): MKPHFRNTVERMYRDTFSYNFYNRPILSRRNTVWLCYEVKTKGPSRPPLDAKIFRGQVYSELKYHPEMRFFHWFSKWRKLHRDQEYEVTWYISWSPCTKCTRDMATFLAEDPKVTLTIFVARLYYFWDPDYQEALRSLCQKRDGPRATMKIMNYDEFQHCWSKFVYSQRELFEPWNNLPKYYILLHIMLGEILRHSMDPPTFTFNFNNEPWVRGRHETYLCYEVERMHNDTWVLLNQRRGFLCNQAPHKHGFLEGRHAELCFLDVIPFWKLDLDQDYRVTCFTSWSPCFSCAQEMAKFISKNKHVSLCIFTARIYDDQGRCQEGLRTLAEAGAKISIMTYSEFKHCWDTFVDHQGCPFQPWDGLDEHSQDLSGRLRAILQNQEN
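HeLa cells stably expressing Vif and C-terminally eYFP-tagged A3G, seeded overnight at 37 deg C, then exposed to compound by pintool overnight at 37 deg C. Rise in yellow fluorescence (Ex 488/Em 500-530, Acumen) marks blocked Vif-driven A3G degradation.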
RXFP1 agonist: agonists of human relaxin receptor RXFP1. hit rate 0.3% among 370,000. Q9HBX9. AID 2676. Potency, µM (top dose mostly 57.5 µM), for the others: at the highest dose activation, most hits filed as activators. HEK293T-RXFP1 cAMP TR-FRET, 30 min; response scale: percent of porcine relaxin response, buffer zero; note: potency is the fitted concentration of half-maximal effect; % is set by controls: 0 for no effect and ±100 for the full control effect; nearly all actives have a fitted effect of over 60% in size; many of its hits are not listed in these tables
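Agonist response is measured as cAMP accumulation in an RXFP1-transfected HEK293T line under PDE4 inhibition. Values are scaled between buffer-only and 29 nM porcine relaxin, and EC50s come from standard Hill equation fits.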
D1 antagonist: blocks dopamine activation of the human D1 receptor; P21728; HEK293 TREx D1 cells, calcium flux, dopamine EC80; hits give low values; activity change, negative = inhibition, % at 10 µM; hit rate 3.2% among 360,000; AID 504652; in the data active = activity change below about -30%; note: % is set by controls: 0 for no effect and ±100 for the full control effect
Target sequence (P21728 whole entry, looked up): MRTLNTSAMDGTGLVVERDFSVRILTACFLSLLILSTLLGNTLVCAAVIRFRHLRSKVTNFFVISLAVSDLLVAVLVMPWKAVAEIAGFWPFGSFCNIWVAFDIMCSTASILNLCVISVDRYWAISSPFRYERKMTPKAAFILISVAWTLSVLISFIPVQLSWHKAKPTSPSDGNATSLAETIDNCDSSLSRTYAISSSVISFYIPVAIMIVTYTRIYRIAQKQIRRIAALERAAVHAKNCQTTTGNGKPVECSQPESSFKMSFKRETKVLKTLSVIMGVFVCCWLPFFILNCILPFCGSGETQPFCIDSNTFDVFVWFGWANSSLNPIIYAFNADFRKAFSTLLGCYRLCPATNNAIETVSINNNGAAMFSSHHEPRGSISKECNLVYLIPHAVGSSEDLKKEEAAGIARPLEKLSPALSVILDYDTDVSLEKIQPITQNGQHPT
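Inducible Hek293 Trex D1 cells (tetracycline, overnight, 30 C). Calcium dye 30–90 min RT. Antagonist mode: EC80 dopamine added after 180 s compound read.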
D1 PAM: human D1 dopamine receptor positive modulation | P21728 | HEK293 TREx D1 cells, calcium flux, dopamine EC20 potentiation | potentiation, % at 10 µM | hit rate 0.036% among 360,000 | AID 504651; in the data active = potentiation above about 30%; note: 0% is about no effect
D1 ag: activates the human D1 dopamine receptor; P21728; HEK293 T-REx D1 cells, calcium flux, agonist mode; activation, % at 2 µM; hit rate 1% among 360,000; AID 504660; in the data active = activation above about 30%; note: 0% is about no effect
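Inducible HEK293 T-REx D1 cells, force-coupled to calcium signalling, were plated at 4000 cells/well with tetracycline and held overnight at 30 C. After no-wash calcium dye loading, compound-evoked calcium rise over 180 s flagged agonists.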
Vif-APOBEC3F blk: blocks the Vif interaction with APOBEC3F. HeLa A3F-eYFP + Vif (tagged APOBEC3F with the HIV-1 protein that degrades it), YFP fluorescence increase. Potency, µM (doses to about 46.1 µM), without a hit: at the highest dose activity, negative = active. hit rate 0.2% among 390,000. AID 602313; note: potency is the fitted concentration of half-maximal effect; % of control where 0% means no effect; nearly all actives have a fitted effect of over 65% in size
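HeLa cells stably expressing A3F-eYFP plus Vif, plated and incubated overnight at 37 deg C, then exposed to compounds overnight at 37 deg C. Blocked degradation read as raised yellow fluorescence (Ex 488/Em 500-530).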
D2 PAM: positively modulates the human D2 dopamine receptor allosterically. P14416. HEK293 T-REx D2, calcium flux, EC20 dopamine potentiation. potentiation, % at 10 µM. hit rate 0.34% among 340,000. AID 485347;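 active = potentiation over 3 SD above the plate norm, cut at about 30% in these data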; note: 0% is about no effect
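Tetracycline-induced Hek293 Trex D2 cells, force-coupled to calcium, loaded with no-wash calcium dye. Compound added with 180 s kinetic read for agonism, then EC20 dopamine and a further 180 s read for potentiation.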
GRP78 ERSR act: inducers of ER stress response in human glioma cells. U87-MG GRP78 promoter luciferase reporter, 16 h. Potency, µM, without a hit: top-dose activation, hits mostly activators. hit rate 0.02% among 420,000. AID 602332; note: potency is the fitted concentration of half-maximal effect; series mostly up to about 76 µM; % of control where 0% means no effect; nearly all actives have a fitted effect of over 35% in size
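Stably transfected U87-MG glioma cells carrying a GRP78-based luciferase sensor; 16 h compound incubation. Luminescence end-point read 10 min after Bright-Glo addition at room temperature.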
Numbers without * were called inactive; ? = inconclusive; · = no result given. Unless noted, calls come from the whole dose curve; as a rule, active = well fitted curve in the direction sought with a large enough effect; inconclusive = small, poorly fitted or top-dose-only effect, or another doubt; inactive = no such curve, though single readings can be large; an effect the other way counts as inactive or inconclusive. Not all compounds are listed, so the mix of outcomes need not match the whole.

The first three entries (preview)
SMILES	RXFP1 antagonist	Vif-A3G inh	RXFP1 agonist	D1 antagonist	D1 PAM	D1 ag	Vif-APOBEC3F blk	D2 PAM	GRP78 ERSR act
CCC(C)C(=O)N[C@@H](c1ccccc1)[C@@H](O)C(=O)O[C@H]1C[C@@]2(O)[C@@H](OC(=O)c3ccccc3)C3[C@](C)(C(=O)[C@H](OC(C)=O)C(=C1C)C2(C)C)[C@@H](O)C[C@H]1OC[C@@]31OC(C)=O (some centres undefined)	10	-39%	-0.8%	0	5	2	-13%	3	-4%
Cc1ccc(C(=O)N[C@@H](C)CN2C3=NC[C@H](Cc4ccccc4)N3C[C@H]2Cc2ccc(O)cc2)cc1Br	·	-17%	-0.5%	-65*	-12	0	6%	-6	-3%
N[C@@H](Cc1c[nH]c2ccccc12)c1nnc(SCc2ccccc2)o1	-21	0%	1.8%	-4	6	2	-7%	-3	-4%

All compounds of this part, from the start:
SMILES	RXFP1 antagonist	Vif-A3G inh	RXFP1 agonist	D1 antagonist	D1 PAM	D1 ag	Vif-APOBEC3F blk	D2 PAM	GRP78 ERSR act
CCC(C)C(=O)N[C@@H](c1ccccc1)[C@@H](O)C(=O)O[C@H]1C[C@@]2(O)[C@@H](OC(=O)c3ccccc3)C3[C@](C)(C(=O)[C@H](OC(C)=O)C(=C1C)C2(C)C)[C@@H](O)C[C@H]1OC[C@@]31OC(C)=O (some centres undefined)	10	-39%	-0.8%	0	5	2	-13%	3	-4%
Cc1ccc(C(=O)N[C@@H](C)CN2C3=NC[C@H](Cc4ccccc4)N3C[C@H]2Cc2ccc(O)cc2)cc1Br	·	-17%	-0.5%	-65*	-12	0	6%	-6	-3%
N[C@@H](Cc1c[nH]c2ccccc12)c1nnc(SCc2ccccc2)o1	-21	0%	1.8%	-4	6	2	-7%	-3	-4%
CC(=O)N1N=C(c2cccnc2)CC1c1ccccc1O (centres undefined)	7	2%	0.6%	4	3	1	-15%	-3	1%
C=C[C@@H]1C2=CCOC(=O)C2=CO[C@H]1O[C@@H]1O[C@H](CO)[C@@H](O)[C@H](O)[C@H]1O	·	2%	-2.8%	10	-1	1	-5%	13	-1%
CCC(=NCc1cc(OC)cc(OC)c1)c1c(O)n(C2CCCCC2)c(=O)[nH]c1=O	-7	-4%	0.6%	34	-4	6	?	9	-3%
O=C(N[C@H]1CP(=O)(Oc2ccccc2)O[C@H](COCc2ccccc2)[C@H]1O)C(Cl)(Cl)Cl (some centres undefined)	·	1%	4.9%	9	-6	1	3%	15	-3%
CN(CC=CCN(C)P(=S)(N1CC1)N1CC1)P(=S)(N1CC1)N1CC1	-5	-4%	·	·	·	·	7%	·	-3%
N#CC1=C(N)Oc2c(c(=O)sc3ccccc23)C1c1cccnc1 (centres undefined)	-21	?	1.9%	-4	-2	1	-4%	17	-4%
CCOC(=O)C1(CCCc2ccccc2)CCN(C2CCC2)CC1	-3	-1%	0.1%	-12	-6	0	2%	-4	-2%
COC(=O)C1=C(c2ccc(OC(F)(F)F)cc2)C[C@@H]2CC[C@H]1N2C(=O)NCCNC(C)=O	·	0%	-0.4%	-3	0	1	1%	8	1%
CC1(C)CC(=O)C(C=NCCN2CCN(C(=O)Cc3ccc(F)cc3)CC2)=C(O)C1	19	3%	-1.9%	4	0	1	-1%	-2	-6%
C=CCn1c(O)c(/C(C)=N/N2CCCCC2)c(=O)[nH]c1=O	6	-5%	1.8%	-4	-2	9	-14%	9	-2%
N/C(=N/[N+](=O)[O-])N1CCN(C(=O)c2ccc(Cl)cc2)CC1	-2	3%	-0.4%	4	-4	6	-9%	-5	-4%
CCCc1nc2ccccc2c(=O)n1-c1ccccc1OC	0	-3%	0.2%	-6	-5	2	-6%	1	-1%
CN1C2CNC(=O)CC1C1CCC2C1 (centres undefined)	-1	1%	·	·	·	·	-1%	·	0%
Cc1ccc(N=C(/N=C(\N)N[N+](=O)[O-])Nc2ccc(C)cc2)cc1	?	9%	·	·	·	·	0%	·	-6%
COc1ccc(OC)c(N2C(=O)NC(=O)/C(=C\c3ccc([N+](=O)[O-])s3)C2=O)c1	-33	-20%	-2.6%	-3	-7	6	2%	5	-1%
COC(=O)C1=CO[C@@H](C)[C@@H]2CN3CC[C@]4(C(=O)Nc5ccccc54)[C@@H]3C[C@H]12	·	3%	-1.4%	5	6	1	-2%	1	-2%
COc1ccc(-n2c(O)c(C(C)=NCCN3CCNCC3)c(=O)[nH]c2=O)cc1	2	0%	-0.9%	-1	-10	3	5%	-3	-2%
Nc1cccc2c1Cc1cc([N+](=O)[O-])ccc1-2	-11	-4%	·	·	·	·	-10%	·	-1%
C/C(=N\N1CCCCCC1)c1c(O)n(-c2ccccc2)c(=O)[nH]c1=O	-3	2%	-0.4%	12	6	2	6%	0	-5%
CC(C)(C)c1ccc(C(=O)C2CCCN(C3CCC3)C2)cc1 (centres undefined)	-23	-3%	0.2%	-13	-3	5	15%	-16	-1%
CCCCCSc1cc(OC)c(CCN)cc1OC	-24	?	-0.4%	6	1	31*	-5%	8	-7%
CC1CCC(N2CCN(C(=O)COc3ccccc3)CC2)CC1 (centres undefined)	-1	0%	-0.5%	10	-1	1	-2%	·	-2%
O=C(CSC1c2ccccc2-c2ccccc21)N/N=C/c1ccccc1	-30	-13%	0.8%	5	2	1	-1%	1	-2%
COC(=O)C(Cc1ccc(N(CCCl)CCCl)cc1)N=Cc1ccccc1O (centres undefined)	-2	-25%	0.1%	-40*	-12	7	12%	-9	-8%
Cc1ccc(C2NC(=S)NC(c3ccc(C)cc3)C23C(=O)NC(=O)NC3=O)cc1 (centres undefined)	4	1%	0.1%	3	-6	3	2%	3	-2%
O=C1N(CN2CCOCC2)c2ccccc2C1(O)c1c[nH]c2ccccc12 (centres undefined)	5	0%	1.6%	-1	5	3	4%	1	-1%
O=[N+]([O-])c1ccccc1CN1CC=C(c2ccc(F)cc2)CC1	2	1%	-0.9%	13	-6	3	2%	-1	2%
S=c1[nH]c2ccccc2[nH]1	-6	1%	-0.6%	3	9	4	-3%	3	1%
CC1N=C(c2ccccc2Cl)c2cc(Br)ccc2NC1=O (centres undefined)	-5	-1%	0.3%	4	2	1	1%	-1	-2%
CC(C)NC1C2CCC(CC2)C1(O)c1ccc(Cl)c(Cl)c1 (centres undefined)	-7	-1%	·	·	·	·	-7%	·	-8%
O=C(c1ccccc1[N+](=O)[O-])N1CCC2(CC1)OCCO2	6	-2%	0.1%	26	-4	1	-18%	-1	-8%
c1ccc2c(CN3CCOCC3)c[nH]c2c1	2	7%	2.6%	8	-11	4	-9%	-5	-3%
Cn1cc(C(=O)OCC(=O)NC2(C#N)CCCCC2)c2ccccc21	-6	2%	-0.3%	11	-4	1	-24%	1	-3%
COc1ccc(C(=O)Oc2cccc3cccnc23)cc1S(=O)(=O)N1CCOCC1	-6	1%	1.8%	4	4	1	?	21	2%
Cc1c2cnn(CC(=O)N3CCC4(CC3)OCCO4)c(=O)c2c(C)n1Cc1ccccc1Cl	-2	0%	-0.1%	-14	-5	4	-10%	-9	-4%
Cn1c(O)c(C(=O)c2ccccc2F)c(=O)n(C)c1=O	-1	2%	-1.3%	·	-4	0	1%	-4	-6%
Cc1ccccc1N1C(=O)CC(=O)N(c2ccccc2C)C1=O	-6	-14%	0.4%	-3	-6	5	3%	2	-4%
NC(=O)c1ccc(N=Cc2c(O)n(Cc3ccco3)c(=O)[nH]c2=O)cc1	-5	0%	2.0%	4	-1	4	8%	7	-5%
COc1ccc(C2=C(C(C)=O)Sc3nnc(-c4ccc(Cl)cc4)n3N2C(C)=O)cc1OC	-6	-6%	0.7%	·	6	0	?	17	-1%
COc1ccc(CCC(=O)NCCc2cnc[nH]2)cc1	-4	-4%	2.6%	-4	-2	1	-17%	-6	-4%
COc1ccc(C(=O)C2CN(C)CC2C(=O)c2ccc(OC)cc2)cc1 (centres undefined)	-4	-13%	1.5%	-9	9	5	-25%	-6	5%
CC1OC(C[N+](C)(C)C)CC1O (centres undefined)	·	1%	-0.4%	35	-5	26	6%	4	0%
CCCCn1c(O)c(C=NC2CCCCC2N)c(=O)[nH]c1=O (centres undefined)	-17	-13%	-0.5%	5	-6	2	3%	0	-2%
Cc1ccc2c(c1)CCCN2N=O	-6	-8%	-0.2%	-15	1	0	5%	-5	-1%
Cc1cc(C(=O)N=Nc2c(O)n(C)c3ccccc23)c(C)o1	5	1%	0.1%	12	12	1	-9%	1	7%
O=[N+]([O-])c1ccc(N2CCNCC2)cc1N1CCCCCC1	-27	-13%	0.6%	·	1	8	-22%	-2	-2%
CCCCCCC(=O)N/N=C/c1c(O)n(C2CC2)c(=S)[nH]c1=O	3	-2%	-1.1%	-10	-4	1	12%	-7	-5%

Later entries
SMILES	RXFP1 antagonist	Vif-A3G inh	RXFP1 agonist	D1 antagonist	D1 PAM	D1 ag	Vif-APOBEC3F blk	D2 PAM	GRP78 ERSR act
N#CC1=C(N)Oc2c(c(=O)oc3ccccc23)C1c1cccnc1 (centres undefined)	6	-6%	-1.7%	-2	0	0	4%	5	-3%
Cc1ccccc1C1=NCC(=O)N(CC(=O)NCc2ccco2)c2sc3c(c21)CCCC3	-19	-1%	0.4%	0	1	12	-1%	1	-4%
N#CCCn1cc(C(=O)Nc2ccccc2Cl)c(-c2ccc([N+](=O)[O-])cc2)n1	-3	1%	4.8%	1	6	0	5%	10	-3%
CN(C)CCN(CC1CCCN(Cc2ccccc2F)C1)C(=O)Cc1c(F)cccc1F (centres undefined)	-4	5%	2.0%	15	-9	2	6%	-1	-1%
CCOc1ccc(NC(=O)c2cccn(Cc3cccc(Cl)c3)c2=O)cc1	·	-1%	-1.9%	1	0	3	4%	2	-2%
Nc1ccc(C(=O)N/N=C2/CN3CCC2CC3)cc1	9	4%	-0.2%	-13	-3	2	-2%	-5	-3%
C=CCn1c(O)c(C(C)=NCCc2ccccc2)c(=O)[nH]c1=O	-2	0%	-0.5%	-4	6	1	3%	-6	-3%
Cc1[nH]c2ccc(OC(F)(F)F)cc2c1CCNCc1cccc([N+](=O)[O-])c1	?	-3%	-2.3%	-8	-7	25	0%	-18	-8%
CCn1c(O)c(/C=N/N2CCOCC2)c(=O)n(CC)c1=S	-3	?	1.0%	-10	-1	4	-17%	-8	0%
CC(=O)NS(=O)(=O)c1ccc(NC(=O)c2cccn(Cc3ccc(Cl)cc3)c2=O)cc1	·	-1%	3.3%	-1	-4	0	-2%	-1	-4%

Screening data as filed in PubChem BioAssay.
